Assay outcomes deposited in PubChem BioAssay by National Center for Advancing Translational Sciences (NCATS).
Coupling enz: counter-screen for Giardia aldolase inhibitors: coupling enzyme system | coupling enzyme system counterscreen, AmpLite Red fluorescence | activity change, negative = inhibition, % at 58.2 µM, hits read low | 290,000 compounds, 0.67% hits; in the data active = activity change below about -30%; note: % is set by controls: 0 for no effect and ±100 for the full control effect
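Counterscreen of the coupled detection system alone, without aldolase: glyceraldehyde-3-phosphate coupling enzymes plus AmpLite Red readout. Compounds at 57.5 uM final, 10 min RT preincubation, 20 min RT reaction, fluorescence 525/598 nm.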
Giardia kill: kills Giardia lamblia. Giardia lamblia trophozoite viability. activity change, % at 7.66 µM, hits read low. 340,000 compounds, 0.15% hits. AID 540267; in the data active = activity change below about -80%; inconclusive = between about -30% and that limit;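 note: parasites exposed to compound for two days anaerobically before the ATP read; % is set by controls: 0 for no effect and ±100 for the full control effect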
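Giardia trophozoites, 100 cells per well, were exposed to compounds for 48 hrs at 37 deg C under anaerobic conditions; viability was then read as ATP content by bioluminescence after 15-30 min at room temperature.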
CXXC DNA block: blocks binding of human MLL CXXC domain to DNA; Q03164; MLL-CXXC / FITC-HOXA9 DNA fluorescence polarization; Potency, µM (top dose mostly 115 µM), inactives show at the top dose activity change, negative = inhibition, most hits filed as inhibitors; 290,000 compounds, 0.037% hits; active = well fitted inhibition curve with a large enough effect in the polarisation, with a control signal flat, not every such curve was filed as active; inconclusive = small, poorly fitted or top-dose-only effect, or effect the other way, or a change in a side signal; inactive = no such curve, though single readings can be large or run the other way; the % refers to the polarisation; note: potency is the fitted concentration of half-maximal effect
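Fluorescence polarization: 7 uM MLL-CXXC (stock) preincubated 5 min with compounds, then 50 nM fluorescein-HOX-A9 DNA (stock) added; 30 min ambient. Buffer 50 mM Tris-HCl pH 7.5, 50 mM NaCl, 1 mM DTT, 0.05% BSA.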
TCR act: activates T cell receptor signaling | primary human leukocytes, anti-CD3, IL-2 HTRF, 48 h | Potency, µM (series often up to 9.22 µM), without a hit: top-dose activation of IL-2 secretion, usual class: activators | 330,000 tested, under 10 active | AID 504894; note: % of control where 0% means no effect
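Primary human leukocytes were stimulated with a-CD3 beads plus compounds for 48 hr without co-stimulation; secreted IL-2 was quantified by HTRF using a-IL-2-K (europium cryptate) and a-IL-2-d2, excited at 320nm with acceptor emission read at 665nm.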
TSHR antagonist: blocks TSH signaling through the human TSH receptor; TSHR-expressing cells, TSH-stimulated cAMP HTRF, 2 h; active compounds read low; activity change, negative = inhibition, % at 11.5 µM; 330,000 compounds, 0.2% hits; AID 504810;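 active = activity change below a set negative limit, meaning inhibition stronger than a set level, cut at about -70% in these data; inconclusive = activity change between two set negative limits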; note: % is set by controls: 0 for no effect and ±100 for the full control effect
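Cell-based HTRF cAMP assay; TSHR cells + compound, TSH EC80 (4nM final), 2 h, 37 deg C. Lysis with anti-cAMP cryptate and cAMP-d2, 30 min RT, read 665/620 nm.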
GALK inh: blocks human galactokinase activity; P51570; Purified GALK, Kinase-Glo residual ATP luminescence; Potency, µM (top dose mostly 57.5 µM), for inactives: at the top dose activity change, negative = inhibition, usual class: inhibitors; 270,000 compounds, 0.007% hits; AID 1868; note: potency is the fitted concentration of half-maximal effect; % is set by controls: 0 for no effect and ±100 for the full control effect
Target sequence (P51570 whole entry, looked up): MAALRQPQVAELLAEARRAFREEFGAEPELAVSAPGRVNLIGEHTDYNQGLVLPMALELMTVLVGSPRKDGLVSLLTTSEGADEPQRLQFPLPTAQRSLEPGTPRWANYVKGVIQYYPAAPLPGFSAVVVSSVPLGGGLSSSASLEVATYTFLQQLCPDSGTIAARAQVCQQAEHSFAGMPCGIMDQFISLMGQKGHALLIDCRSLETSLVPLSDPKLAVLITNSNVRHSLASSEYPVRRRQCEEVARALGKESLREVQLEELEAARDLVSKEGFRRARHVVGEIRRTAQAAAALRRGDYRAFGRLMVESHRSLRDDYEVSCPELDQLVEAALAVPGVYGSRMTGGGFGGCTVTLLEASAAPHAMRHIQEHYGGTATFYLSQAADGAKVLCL
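The enzyme phosphorylates galactose (100 uM) using ATP (35 uM); inhibition is detected as higher residual ATP, quantified by bioluminescence after 1 h reaction at room temperature, pH 8.0.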
Chronic BCR inh: inhibitors of chronic active B-cell receptor signaling | 340,000 compounds, 0.05% hits | ABC-DLBCL IkBa-CBG/CBR reporter, luminescence ratio, 4 h | Potency, µM (series often up to 46.1 µM), without a hit: at the top dose ratio change, negative = lower green/red ratio, most hits filed as inhibitors; active = well fitted inhibition curve with a large enough effect in the signal ratio, with a control signal flat, not every such curve was filed as active; inconclusive = small, poorly fitted or top-dose-only effect, or effect the other way, or a change in a side signal; the % refers to the signal ratio;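 note: potency is the fitted concentration of half-maximal effect; plate controls were basal doxycycline-induced cells for no effect and cells given 10 µM MG132 for full effect; MG132 reads +100%, hits lower the ratio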
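Compounds up to 46 uM were incubated four hours with TMD8 cells whose green CBG68 luciferase is fused to IkappaBalpha; red CBR luminescence normalised the signal, and concentration-effect curves were fitted to fusion, red and ratio data.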
Tb PFK inh: T. brucei PFK enzyme inhibition; 330,000 compounds, 0.17% hits; Potency, µM (top dose mostly 57.5 µM), without a hit: top-dose activity, negative = inhibition, usual class: inhibitors; T. brucei PFK, ADP-Glo luminescence; AID 485367; O15648;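 note: potency is the fitted concentration of half-maximal effect; 0% = uninhibited 1x PFK enzyme wells and -100% = no-enzyme wells; nearly all actives have a fitted effect of over 60% in size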
Target sequence (O15648 whole entry, looked up): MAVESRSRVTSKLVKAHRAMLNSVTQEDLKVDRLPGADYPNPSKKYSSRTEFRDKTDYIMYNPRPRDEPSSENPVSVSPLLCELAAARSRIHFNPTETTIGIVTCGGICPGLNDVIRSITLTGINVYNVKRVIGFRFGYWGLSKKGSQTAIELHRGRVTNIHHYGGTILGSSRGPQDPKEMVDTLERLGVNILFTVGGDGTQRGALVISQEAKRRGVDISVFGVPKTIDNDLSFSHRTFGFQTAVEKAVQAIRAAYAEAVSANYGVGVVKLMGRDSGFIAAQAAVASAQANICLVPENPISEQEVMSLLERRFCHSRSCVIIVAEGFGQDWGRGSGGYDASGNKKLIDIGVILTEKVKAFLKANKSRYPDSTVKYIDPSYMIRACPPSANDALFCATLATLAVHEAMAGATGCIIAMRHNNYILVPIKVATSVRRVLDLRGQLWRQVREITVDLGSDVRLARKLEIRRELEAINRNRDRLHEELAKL
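Activity is normalized to no-enzyme wells (full inhibition) and 1.25 nM enzyme wells (no inhibition). Reaction: 0.5 mM F6P, 0.1 mM ATP, 45 min RT, ADP-Glo luminescence; concentration-response curves fitted and classed by quality.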
hERG WT inh: inhibitors of human wildtype KCNH2 potassium channel; Q12809; U2OS, BacMam KCNH2, thallium flux FluxOr; active compounds read low; activity change, % at 1.84 µM; 340,000 compounds, 0.37% hits;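 active = maximum activity change below -70%; inconclusive = maximum activity change between -70% and -50%; inactive = maximum activity change above -50%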; note: % is set by controls: 0 for no effect and ±100 for the full control effect
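U2OS cells were transduced with wild-type KCNH2 virus (2.03 x 10^8 / mL) for 4 h at room temperature, then cultured overnight at 37 C. Thallium flux was read with FluxOr dye. Rate constants were normalized to DMSO controls.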
A-T KAP1 phos: potential ataxia-telangiectasia treatment. 320,000 compounds, 0.19% hits. AID 485349. Potency, µM (doses to about 57.5 µM), for inactives: at the highest dose activation, most hits filed as activators. […] A-T fibroblasts, KAP-1 phosphorylation AlphaLISA; neocarzinostatin DNA damage 30 min before lysis; note: potency is the fitted concentration of half-maximal effect; % of control where 0% means no effect; nearly all actives have a fitted effect of over 45% in size
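hTERT-immortalized A-T patient fibroblasts ([…]), 500 cells/well in OPTI-MEM, 1% FBS, got compounds for 60 min, then NCS for 30 min at 37C. Lysates were then assayed for phospho-KAP-1 by AlphaLISA (anti-pKAP1 donor, anti-KAP1 acceptor beads), 6 hr at 25C.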
Starred values were filed as active, the others as inactive; ? = inconclusive; · = no result given; & = joins results of further samples; [ ] = dose if it differs, or a comment. Unless noted, calls come from the whole dose curve; as a rule, active = well fitted curve in the direction sought with a large enough effect; inconclusive = small, poorly fitted or top-dose-only effect, or another doubt; inactive = no such curve, though single readings can be large; an effect the other way counts as inactive or inconclusive.

SMILES	Coupling enz	Giardia kill	CXXC DNA block	TCR act	TSHR antagonist	GALK inh	Chronic BCR inh	Tb PFK inh	hERG WT inh	A-T KAP1 phos
O=C1CS/C(=N/N=C/c2cccs2)N1Cc1ccc(F)cc1	2	24	-1%	0%	-9	4%	11%	1%	4	-4%
CCN(CCCNC(=O)COc1cc(=O)n(CC)c2ccccc12)Cc1ccccc1	4	8	1%	3%	-3	3%	?	-13%	8	14%
O=C(CCCc1cccs1)Nc1ccc2c(c1)OCO2	-1	1	-6%	5%	1	11%	4%	-5%	36	-9%
CCNC(=S)NNC(=O)c1cc(-c2ccc(OC)cc2)nc2ccccc12	-1	?	0%	-5%[46.1 µM]	2	8%	?	-6%	3	7%
CCN(CC)C(=O)Cn1cc(C(=O)C(=O)NCc2ccco2)c2ccccc21	-4	-1	4%	3%	5	-1%	-18%	-9%	7	-2%
CCc1cccc2sc(N3CCN(C(=O)c4ccc([N+](=O)[O-])o4)CC3)nc12	·	?	·	7%	-34	·	?	-3%	-4	5%
CC(=O)Nc1ccc(S(=O)(=O)c2cc(O)ccc2O)cc1	1	-5	14%	5%	-13	-1%	?	-2%	-4	-10%
CCCc1cc(=O)oc2cc(C)c(CN3CCCC3)c(O)c12	-3	-5	0%	7%	-15	-7%	0%	?	-3	4%
Cc1ccc(C)c(NCC(=O)c2ccc(Cl)cc2)c1	-1	20	5%	3%	-4	-5%	-11%	2%	3	-1%
NS(=O)(=O)c1ccc(NC(=O)c2cc(-c3cc(Cl)ccc3O)n[nH]2)cc1	-2	-2	?	6%	9	2%	?	-16%	-1	5%
COc1cccc(OC)c1C(=O)N1CCN(S(=O)(=O)c2ccccc2)CC1	-3	28	9%	-5%	11	2%	0%	0%	-7	5%
COc1cc(/C=N/NC(=O)c2ccc(NS(=O)(=O)c3cccs3)cc2)cc(OC)c1O	·	9	·	·	7	·	?	20%	17	-8%
CCCC(=O)OCC(=O)Nc1cc(C(C)(C)C)nn1-c1ccccc1	0	15	-1%	-2%	-1	-2%	2%	1%	-15	-4%
COc1ccc(NC2CCCN(C(=O)CSc3ccccc3)C2)cc1OC (stereo not drawn)	·	2	-4%	-5%	7	2%	-1%	-8%	10	8%
CCOC(=O)C(=CNc1cc(C)ccc1[N+](=O)[O-])C(=O)OCC	-2	9	-5%	4%	-12	-2%	3%	6%	3	0%
Cn1c(-c2cc3c(C(F)(F)F)nn(C)c3s2)n[nH]c1=S	5	6	-6%	7%	6	-7%	9%	-2%	1	-8%
Cc1cc(C)c(CSc2ncnc3nc[nH]c23)c(C)c1	-1	26	1%	5%	-14	8%	-1%	-6%	1	2%
Cc1ccc(C(=O)/C=C/Nc2ccc3c(c2)OCO3)cc1	0	-9	7%	-2%	8	-1%	-2%	5%	-18	-7%
CCc1nn2cc(C(=O)c3cc(Cl)ccc3O)cnc2c1-c1ccc(F)cc1	2	-2	3%	-9%[46.1 µM]	-12	1%	13%	-10%	-14	-6%
O=C(NCCc1ccccc1)C1CCN(S(=O)(=O)c2cccnc2)CC1	3	-1	7%	-7%	-20	2%	0%	4%	4	-3%
Cc1cc(C)n(-c2cc(Cl)cc(Cl)c2)c(=O)c1C#N	1	-16	-3%	1%[46.1 µM]	4	0%	1%	-3%	-6	-6%
Cc1cc2nc(=O)c(/C=C3\C=Nc4ccccc43)c(N)n2o1	1	-13	6%	8%	3	·	?	-7%	-8	24%
Cn1c(=O)n(C/C=C/c2ccccc2)c(=O)c2c1nc1n2CCCN1c1ccc(F)cc1	1	-15	-9%	·	-8	5%	-5%	3%	0	-11%
COc1ccc(S(=O)(=O)n2nc(-n3c(C)ccc3C)c3c(F)cccc32)cc1OC	-16	7	-13%	2%	24	·	1%	0%	1	21%
O=C(c1ccc([N+](=O)[O-])o1)N1CCCCCC1	·	-91*	·	10%	·	·	-2%	-4%	3	7%
CCc1nnc(NC(=O)CSc2nnc(-c3ccc(NS(=O)(=O)c4ccccc4)cc3)o2)s1	1	0	·	1%[46.1 µM]	-21	-4%	-8%	8%	-16	0%
CCNC(=O)CN(C1CCCCC1)S(=O)(=O)c1ccc(F)cc1	2	-2	-16%	-1%	-1	2%	4%	-2%	10	-3%
Cc1ccc2c(c1)[C@H]1[C@H](CO2)[C@H](c2ccccc2)[C@]2(C)C(=O)Nc3ccc(Br)cc3C(=O)N12	·	6	·	-2%	-23	·	?	1%	-25	-3%
Cc1ccc(S(=O)(=O)N2CCCCC2)cc1C(=O)N(CCc1ccccc1)Cc1ccccc1	·	-11	·	0%	0	·	5%	-1%	-5	13%
CN(C)S(=O)(=O)c1cccc(NC(=O)CN2C(=O)NC(CCc3ccccc3)C2=O)c1 (stereo not drawn)	0	-18	6%	-4%	7	13%	-5%	-1%	-10	-8%
COc1cccc(-c2c3c([nH]c(=O)c2C#N)CCc2cc(OC)ccc2-3)c1	-7	-6	-8%	0%	-31	-2%	?	-1%	4	13%
Cc1noc(C)c1COC(=O)CCc1ccc(S(=O)(=O)N2CCCCC2)cc1	-1	-2	-3%	-3%	-11	-2%	?	0%	7	4%
COc1ccccc1-c1sc2cc3c(cc2c1-c1ccc(OCCN2CCCCC2)cc1)OCO3	·	-7	·	7%	20	·	-2%	-1%	-13	5%
COc1ccc(C(=O)N2CCC(O)(c3ccc(F)cc3)CC2)cc1OC	0	16	-4%	4%	9	-1%	?	-7%	9	-1%
CN(C)C(CNC(=O)NC1CCCCC1)c1cccnc1 (stereo not drawn)	0	1	-2%	3%	-1	-1%	-6%	1%	-11	-5%
Cc1ccccc1NC(=O)C1CCCN(S(=O)(=O)c2cccc3cccnc23)C1 (stereo not drawn)	1	-26	0%	-3%	-2	-2%	7%	-4%	-1	2%
COC(=O)[C@@H]1C[C@@]2(O)[C@@H](O)[C@@H](O)[C@@H](O)C[C@H]2N1Cc1ccc(C)s1	-1&0	6	-3%	-6%	4	-1%	7%	4%	6	?
Cc1[nH]c2ccccc2c1/C=N/NC(=O)c1cccc(Br)c1	0	2	15%	-1%	-4	-2%	-24%	1%	3	-10%
Cc1ccccc1-n1c(-c2ccc(=O)[nH]n2)n[nH]c1=S	1	-9	-8%	0%	-5	-3%	?	3%	-7	1%
O=C(CSc1nnc(-c2cccnc2)n1Cc1ccco1)N1CCc2ccccc21	0	2	0%	3%	21	3%	-1%	-15%	6	-48%[inhibitor]
COc1ccc(C(=O)NNS(=O)(=O)c2ccccc2)cc1OC	9	-4	2%	2%	12	3%	0%	1%	2	2%
O=[N+]([O-])c1ccc(N2CCN(CCOc3nonc3-c3ccccc3)CC2)c(Cl)c1	·	5	-2%	·	-18	-1%	-10%	0%	-4	1%
CC[C@@H]1C/C=C\Cc2ccccc2[C@@H](C(=O)C[C@H](O)CC(C)=O)OC1=O	·	-23	·	12%	-34	·	0%	-4%	-3	7%

Sorted by value in CXXC DNA block (falling): six from the list above
SMILES	CXXC DNA block
Cc1cc2nc(=O)c(/C=C3\C=Nc4ccccc43)c(N)n2o1	6%
COc1ccc(C(=O)NNS(=O)(=O)c2ccccc2)cc1OC	2%
Cc1noc(C)c1COC(=O)CCc1ccc(S(=O)(=O)N2CCCCC2)cc1	-3%
COc1ccc(C(=O)N2CCC(O)(c3ccc(F)cc3)CC2)cc1OC	-4%
Cn1c(=O)n(C/C=C/c2ccccc2)c(=O)c2c1nc1n2CCCN1c1ccc(F)cc1	-9%
COc1ccc(S(=O)(=O)n2nc(-n3c(C)ccc3C)c3c(F)cccc32)cc1OC	-13%

2 entries from above, reformatted:
Cc1cc2nc(=O)c(/C=C3\C=Nc4ccccc43)c(N)n2o1
  Coupling enz: 1
  Giardia kill: -13
  CXXC DNA block: 6%
  TCR act: 8%
  TSHR antagonist: 3
  GALK inh: ·
  Chronic BCR inh: ?
  Tb PFK inh: -7%
  hERG WT inh: -8
  A-T KAP1 phos: 24%
Cn1c(=O)n(C/C=C/c2ccccc2)c(=O)c2c1nc1n2CCCN1c1ccc(F)cc1
  Coupling enz: 1
  Giardia kill: -15
  CXXC DNA block: -9%
  TCR act: ·
  TSHR antagonist: -8
  GALK inh: 5%
  Chronic BCR inh: -5%
  Tb PFK inh: 3%
  hERG WT inh: 0
  A-T KAP1 phos: -11%
